Compound activity deposited in PubChem by National Center for Advancing Translational Sciences (NCATS).
Giardia kill: Small Molecules that selectively kill Giardia lamblia: qHTS; Giardia lamblia trophozoite viability; activity change, % at 7.66 µM, hits read low; 340,000 tested, 0.15% active; in the data active = activity change below about -80%; inconclusive = between about -30% and that limit;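 also: parasites exposed to compound for two days anaerobically before the ATP read; % is scaled to controls: 0 for no effect and ±100 for the full control effect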
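Trophozoites 100 cells/well + cpd; 48 hrs, 37 deg C, anaerobic. ATPLite 1-Step added, 15-30 min RT, luminescence read (ATP-based viability).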
S-ASM inh: Inhibitors of Secretory Acid Sphingomyelinase (S-ASM): qHTS; Potency, µM (titrated, usually from 57.5 µM), for the others: top-dose activity change, negative = inhibition, most hits filed as inhibitors; 340,000 tested, 0.006% active; Sphingomyelin phosphodiesterase (Homo sapiens), P17405; AID 504937, 2011; placental ASM, HMU-PC fluorogenic substrate, 60 min; also: potency is read from the fitted curve at half-maximal effect
Target sequence (P17405 47-631 limits assumed): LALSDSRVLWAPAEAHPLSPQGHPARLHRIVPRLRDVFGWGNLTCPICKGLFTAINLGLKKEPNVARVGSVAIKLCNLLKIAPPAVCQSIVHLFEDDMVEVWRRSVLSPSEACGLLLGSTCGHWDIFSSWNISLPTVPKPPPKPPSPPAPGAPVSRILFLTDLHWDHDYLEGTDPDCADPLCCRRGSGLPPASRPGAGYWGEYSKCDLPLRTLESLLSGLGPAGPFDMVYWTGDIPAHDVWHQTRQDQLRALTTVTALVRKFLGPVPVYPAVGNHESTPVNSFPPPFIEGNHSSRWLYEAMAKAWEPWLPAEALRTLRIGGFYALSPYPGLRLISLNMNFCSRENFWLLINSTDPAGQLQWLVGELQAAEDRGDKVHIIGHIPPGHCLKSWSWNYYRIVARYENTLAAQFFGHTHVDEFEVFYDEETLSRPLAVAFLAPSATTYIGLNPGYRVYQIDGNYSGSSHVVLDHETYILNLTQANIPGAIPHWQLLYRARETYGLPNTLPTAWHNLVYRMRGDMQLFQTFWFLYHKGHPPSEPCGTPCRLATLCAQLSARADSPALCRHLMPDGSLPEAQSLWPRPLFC
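HMU-PC0 cleavage (9 uM final) by human placental ASM, 60 min at 37 °C following 10 min compound exposure at RT; stopped at pH 10, fluorescence Ex 386/Em 447 nm.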
TSG101-PTAP inh: qHTS Assay for Iinhibitors of HIV-1 Budding by Blocking the Interaction of PTAP/TSG101. Fluorescence polarization, FITC-PTAP peptide / Tsg101 binding. 340,000 tested, under 10 active. Potency, µM (series often up to 115 µM), without a hit: at the highest dose activity change, negative = inhibition, usual class: inhibitors. Tumor susceptibility gene 101 protein (Homo sapiens), Q99816; active = well fitted inhibition curve with a large enough effect in the main read-out, with a control signal flat, not every such curve was filed as active; inconclusive = small, poorly fitted or top-dose-only effect, or effect the other way, or a change in a side signal; inactive = no such curve, though single readings can be large or run the other way; also: potency is read from the fitted curve at half-maximal effect; % of control where 0% means no effect
Target sequence (Q99816 whole entry, looked up): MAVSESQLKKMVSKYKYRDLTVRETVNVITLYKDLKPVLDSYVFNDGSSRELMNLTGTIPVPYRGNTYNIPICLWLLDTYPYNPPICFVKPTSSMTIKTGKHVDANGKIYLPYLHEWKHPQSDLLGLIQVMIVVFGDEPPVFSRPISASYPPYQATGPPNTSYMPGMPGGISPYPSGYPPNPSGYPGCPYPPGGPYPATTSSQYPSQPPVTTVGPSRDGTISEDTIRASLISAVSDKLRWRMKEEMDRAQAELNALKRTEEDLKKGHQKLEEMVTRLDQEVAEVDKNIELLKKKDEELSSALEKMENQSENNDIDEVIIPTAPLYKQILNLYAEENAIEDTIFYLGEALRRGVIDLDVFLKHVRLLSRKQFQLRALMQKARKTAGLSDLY
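FP read-out: FITC-PTAP peptide, 50 nM final, binding Tsg101 binding domain, 10 uM final; 20 min, r.t.; 10 mM HEPES pH 7.5, 0.15 M NaCl, 0.01% Tween 20, 3 mM EDTA, 0.1 mM TCEP.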
a7 integrin act: qHTS for Activators of Integrin-Mediated Alleviation for Muscular Dystrophy. alpha7betagal myoblasts, beta-gal FDG fluorescence, 48 h. 350,000 tested, 0.064% active. Potency, µM (titrated, usually from 38.3 µM), for the others: top-dose activation, hits mostly activators;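 also: potency is read from the fitted curve at half-maximal effect; 100% = response of the positive control SU9516; nearly all actives have a fitted effect of over 60% in size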
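alpha7betagal+/- myoblasts (passage 13, 250/well) treated 48 h at 37C with compounds at 1:260 dilution of DMSO stock. Lysed, then beta-galactosidase activity read as FDG fluorescence (ex 480/em 540) after 30 min, with pre-read for autofluorescence.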
The depositor's hits bear a star; ? = inconclusive; [ ] = remark or other dose. Unless noted, calls follow the shape of the dose curve; as a rule, active = well fitted curve in the direction sought with a large enough effect; inconclusive = small, poorly fitted or top-dose-only effect, or another doubt; inactive = no such curve, though single readings can be large; an effect the other way counts as inactive or inconclusive.

The first 7 entries, to show the layout:
| structure | Giardia kill | S-ASM inh | TSG101-PTAP inh | a7 integrin act |
| --- | --- | --- | --- | --- |
| CCOC(=O)C(CCSC)Nc1nc(Cl)nc(Nc2ccc(Cl)cc2)n1 (centres undefined) | 9 | -3% | -4% | 31% |
| O=C(CSc1nc2ccccc2o1)Nc1nc2c(s1)CCCC2 | 16 | -3% | -1% | -53%[inhibitor] |
| CC(=O)NC1CC2CCCC(C1)N2C(=O)Nc1cccc(C(C)=O)c1 (centres undefined) | 3 | -3% | -4% | -52%[inhibitor] |
| COCCn1c(-c2ccc(C)cc2)nc2c(c(=O)c3ccccc3n2C)c1=O | ? | 8% | 1% | 34% |
| Nc1cnnc(N/N=C\c2ccccc2)c1Cl | ? | 0% | -3% | -3% |
| COC1=C(N)C(=O)c2nc(C)ccc2C1=O | -21 | -4% | -1% | 0% |
| CCCc1c(O)nc(SC2CC(=O)N(c3ccc(C)c(Cl)c3)C2=O)[nH]c1=O (centres undefined) | -11 | 15% | -4% | 15% |

This part in full, from the start:
| structure | Giardia kill | S-ASM inh | TSG101-PTAP inh | a7 integrin act |
| --- | --- | --- | --- | --- |
| CCOC(=O)C(CCSC)Nc1nc(Cl)nc(Nc2ccc(Cl)cc2)n1 (centres undefined) | 9 | -3% | -4% | 31% |
| O=C(CSc1nc2ccccc2o1)Nc1nc2c(s1)CCCC2 | 16 | -3% | -1% | -53%[inhibitor] |
| CC(=O)NC1CC2CCCC(C1)N2C(=O)Nc1cccc(C(C)=O)c1 (centres undefined) | 3 | -3% | -4% | -52%[inhibitor] |
| COCCn1c(-c2ccc(C)cc2)nc2c(c(=O)c3ccccc3n2C)c1=O | ? | 8% | 1% | 34% |
| Nc1cnnc(N/N=C\c2ccccc2)c1Cl | ? | 0% | -3% | -3% |
| COC1=C(N)C(=O)c2nc(C)ccc2C1=O | -21 | -4% | -1% | 0% |
| CCCc1c(O)nc(SC2CC(=O)N(c3ccc(C)c(Cl)c3)C2=O)[nH]c1=O (centres undefined) | -11 | 15% | -4% | 15% |
| Cc1ccc(NC(=O)CN2CCN(Cc3ccccc3)CC2)cc1Cl | -6 | -2% | -2% | -3% |
| C#CCNC(=O)C1=C[C@H](C)C[C@H](OCc2ccc(CO)cc2)O1 | -6 | 3% | -2% | 9% |
| CCCCN1CC(=O)N2[C@@H]3c4cc(OC)ccc4OC[C@@H]3[C@H](C(=O)OCC)[C@]2(C)C1=O | -15 | 8% | -2% | -3% |
| O=C(O)CCCCCN1C(=O)/C(=C/c2cn(-c3ccccc3)nc2-c2cccs2)SC1=S | 24 | ? | ? | -31% |
| O=C(c1ccco1)N1CCN(C(=O)c2cc(-c3ccncc3)nc3ccc(Br)cc23)CC1 | 0 | 1% | -3% | -22% |
| CN(C(=O)c1cccc(NC(=O)Cc2ccc(NC(=O)C3CCN(C(=O)CCc4ccccc4)CC3)cc2)c1)C1CC1 | 17 | 1% | -8% | -15% |
| O=[N+]([O-])c1ccc(Sc2ccc(F)cc2)nc1 | -22 | -4% | 1% | -70%[inhibitor] |
| CN(C)/C=C1\C(=O)Oc2ccccc2C1=O | -2 | 7% | -3% | 26% |
| CC1(C(=O)N/N=C/c2c(F)c(F)c(F)c(F)c2F)CC1(Cl)Cl (centres undefined) | 0 | -5% | 4% | -14% |
| O=[N+]([O-])c1cc(C(F)(F)F)ccc1NCCc1ccccn1 | -8 | -1% | -5% | 49% |
| COc1ccc(NS(=O)(=O)c2cc(NC(=O)Cc3n[nH]c(=O)c4ccccc34)ccc2OC)cc1 | -19 | -2% | -8% | 0% |
| COc1ccc(-c2csc(NC(C)c3nc4cc(C(F)(F)F)ccc4n3CCOCCO)n2)cc1 (centres undefined) | 10 | -16% | -1% | -31% |
| O=c1[nH]nnc2cc(Cl)ccc12 | 2 | 8% | 2% | 26% |
| CC(=NNC(=O)c1ccncc1)c1ccccc1O | -3 | -2% | -3% | -15% |
| Cc1noc(C)c1C(=O)OCC(=O)/C=C1/N(C)c2ccccc2C1(C)C | 11 | 36% | -3% | 4% |
| C[C@]1(O)CC(=O)C=C[C@H]1Nc1ccccc1 | 4 | 7% | -1% | -27% |
| CC[C@@H](NC(=O)Cn1cc(C)c(=O)[nH]c1=O)c1ccccc1 | 2 | 0% | -1% | -1% |
| COc1ccc2nc3cc(Cl)ccc3c(Nc3ccc(O)c(CN4CCN(C)CC4)c3)c2c1 | ? | 37%[activator] | -8% | -56%[inhibitor] |
| CCOC(=O)C1=CN(Cc2ccccc2)CCC1=O | -12 | 8% | 7% | 16% |
| COc1ccccc1N(CC(=O)NCCSc1ccccc1)S(=O)(=O)c1ccccc1 | -11 | 3% | -2% | 2% |
| O=Cc1ccc(F)c([B-](F)(F)F)c1 | -21 | -1% | 0% | 3% |
| N/C(=N\OC(=O)c1ccccc1)C(C(=O)NOC(=O)c1ccccc1)C1CCCCC1 (centres undefined) | 6 | -1% | -1% | 0% |
| COc1cccc(NC(=S)NC(=O)c2cncc(Br)c2)c1 | -5 | -1% | -1% | -53%[inhibitor] |
| N#CCCN(C(=O)COC(=O)c1cccc(S(=O)(=O)N2CCCCCC2)c1)c1ccc(F)cc1 | 1 | -1% | -3% | 4% |
| COCCN(C(=O)COC(=O)/C=C/c1ccc(SC)cc1)c1c(N)n(Cc2ccccc2)c(=O)[nH]c1=O | 3 | 23% | 0% | 22% |
| O=C(Nc1ccc(C(=O)N2CCOCC2)cc1)c1ccccc1 | -2 | 8% | -4% | -15% |
| CC[C@]12C(=O)N(C)C[C@H]([C@@H]3C(=O)N(Cc4ccccc4)C(=O)[C@@H]31)N2C(=O)c1ccc(Br)cc1 | -18 | 0% | 1% | 20% |
| COC(=O)c1ccc(C)cc1C1CN=NC12Cc1cc(C)ccc1C2=O (centres undefined) | -9 | 0% | -5% | -9% |
| O=C(Nc1ccccc1)N(CCc1ccncc1)C1CCCCC1 | -2 | 0% | -7% | 27% |
| O=C(CCCOc1ccccc1)Nc1ccc(Br)cc1 | 0 | 0% | -5% | 15% |
| O=C(Oc1ccccc1)c1ccccc1C(=O)Oc1ccccc1 | -18 | -4% | 0% | 4% |
| Cc1ccccc1NC(=O)CCN1CCCCCC1 | -2 | 5% | 1% | 6% |
| O=C(O)C1=C[C@@H](C2CC2)C[C@@H](OCCCCO)O1 | 5 | 4% | -3% | ? |
| Cc1noc(C)c1CSc1nnc2n(-c3ccccc3)c(=O)c3ccccc3n12 | -1 | -1% | -7% | 2% |
| COC(=O)CC1(CC(N)=O)SCCS1 | -9 | 6% | -1% | 4% |
| COc1ccccc1C(=O)Nc1ccc2ccccc2c1 | -15 | 0% | 0% | -10% |
| O=C(Cn1ccc(=O)[nH]c1=O)Nc1ccc(O)c([N+](=O)[O-])c1 | -16 | -2% | -6% | 34% |
| CC1(c2nnc(-c3ccncc3)o2)CC(c2cccnc2)=NO1 (centres undefined) | -15 | 3% | -1% | 16% |
| CN1CCN(C2Cc3cc(F)ccc3Sc3ccc(Cl)cc32)CC1 (centres undefined) | 3 | -2% | 2% | -63%[inhibitor] |
| CCS(=O)(=O)c1ccc(C=NNc2nc3ccccc3o2)cc1 | -5 | -3% | -2% | 9% |
| COC(=O)C(C(=O)OC)C1C=CCN(C(C)=O)C1 (centres undefined) | 3 | 2% | 2% | 13% |
| Clc1ccc(Oc2nc(N3CCOCC3)nc(N3CCOCC3)n2)c(C2CCCCC2)c1 | 4 | 0% | 1% | 34% |
| CCCCn1c(N)c(N(CC(C)C)C(=O)Cc2ccc(S(=O)(=O)N3CCOCC3)s2)c(=O)[nH]c1=O | 14 | 2% | ? | -6% |
| Cc1ccc(C2=C(O)C(=O)C(c3ccc(C)cc3)=C(O)C2=O)cc1 | -4 | 9% | 1% | -20% |
| c1ccc(-c2nnnn2-c2ccccn2)cc1 | 13 | 20% | -6% | 0% |
| O=C(NC1(C(F)(F)F)NC(=O)N(Cc2ccccc2)C1=O)c1cccs1 (centres undefined) | -6 | -1% | -5% | 6% |
| C#CCN1C=CC(=O)[C@@H](OC(=O)Nc2ccc(Br)cc2)[C@H]1c1ccccc1Br | ? | -20% | 0% | 12% |
| c1nc(SSc2ncnc3nc[nH]c23)c2[nH]cnc2n1 | 1 | 3% | 1% | -29% |
| O=C(O)c1cccc2c1-c1ccc([N+](=O)[O-])cc1C2=O | 8 | 0% | -4% | 2% |
| CC1(O)CC2CC1C(C(=O)O)C2C(=O)O (centres undefined) | -10 | 6% | -1% | 0% |
| COc1cc(C2C(c3ccccc3)C(c3cc(OC)cc(=O)o3)C2c2ccccc2)oc(=O)c1 (centres undefined) | -10 | -3% | 1% | 15% |
| O=C(C=CC(=O)OC1CCCCC1)OC1CCCCC1 | -14 | -4% | -8% | ? |
| Oc1ccccc1C=NN=Cc1c(O)ccc2ccccc12 | -1 | -5% | ? | 28% |

The final four compounds of the section before come first, to join the parts.
| structure | Giardia kill | S-ASM inh | TSG101-PTAP inh | a7 integrin act |
| --- | --- | --- | --- | --- |
| CC1(O)CC2CC1C(C(=O)O)C2C(=O)O (centres undefined) | -10 | 6% | -1% | 0% |
| COc1cc(C2C(c3ccccc3)C(c3cc(OC)cc(=O)o3)C2c2ccccc2)oc(=O)c1 (centres undefined) | -10 | -3% | 1% | 15% |
| O=C(C=CC(=O)OC1CCCCC1)OC1CCCCC1 | -14 | -4% | -8% | ? |
| Oc1ccccc1C=NN=Cc1c(O)ccc2ccccc12 | -1 | -5% | ? | 28% |
| C=COCCNC(=O)C(=O)NCC(C)C | -17 | 3% | -10% | 9% |
| c1ccc(C2=NOC(c3nnc(-c4ccccc4)o3)C2)cc1 (centres undefined) | -15 | 6% | -4% | 9% |
| O=C(Nc1ccc(F)cc1)Nc1cccc(Br)c1 | -11 | -1% | -8% | 18% |
| COc1cc(CN(C)C(=O)C(=O)c2c[nH]c3ccccc23)ccc1O | 1 | 4% | -4% | 14% |
| Nc1ccc(CCc2ccccn2)cc1 | -11 | 0% | 1% | 34% |
| COc1ccc(OCCCCc2c(C)n[nH]c2C)cc1 | 9 | 0% | -5% | 11% |
| COc1cc(OC)cc(C(=O)NNC(=O)C(CCC(N)=O)NS(=O)(=O)c2ccc(Cl)cc2)c1 (centres undefined) | 31[activator] | 4% | -3% | 27% |
| CC(C)(C)OC(=O)N(CCc1ccccc1)Cc1ccc(OCc2cccc(NC(=O)C3CC3)c2)cc1 | 25 | 4% | -1% | 0% |
| CCOc1ccc(NC(=O)c2ccc(NS(=O)(=O)c3cccc4cccnc34)cc2)cc1 | 13 | -2% | -2% | -4% |
| O=C(C(Cl)Cl)N1CC2CCC(CC2)C1 | -16 | 0% | -4% | -16% |
| O=C(CC(=O)c1ccncc1)c1ccccc1 | 11 | -1% | -4% | 10% |
| COc1ccccc1NC(=S)NC(=O)Cc1ccccc1 | 24 | -7% | -1% | -8% |
| O=C(NC1CC1)C1=C[C@H](c2coc3ccccc3c2=O)C[C@H](OCc2ccc(CO)cc2)O1 | 13 | 7% | -6% | 0% |

Not all compounds are listed; the hit share may differ from the screen's.
